# LmPK inh: blocks Leishmania mexicana pyruvate kinase activity | Q27686 | AID 1721 | hit rate 0.37% among 290,000 | Potency, µM (top dose mostly 57.5 µM), for inactives: top-dose activity change, negative = inhibition, most hits filed as inhibitors | purified LmPK, Kinase-Glo ATP luminescence, 1 h; also: potency is read from the fitted curve at half-maximal effect
# Target sequence (Q27686 whole entry, looked up): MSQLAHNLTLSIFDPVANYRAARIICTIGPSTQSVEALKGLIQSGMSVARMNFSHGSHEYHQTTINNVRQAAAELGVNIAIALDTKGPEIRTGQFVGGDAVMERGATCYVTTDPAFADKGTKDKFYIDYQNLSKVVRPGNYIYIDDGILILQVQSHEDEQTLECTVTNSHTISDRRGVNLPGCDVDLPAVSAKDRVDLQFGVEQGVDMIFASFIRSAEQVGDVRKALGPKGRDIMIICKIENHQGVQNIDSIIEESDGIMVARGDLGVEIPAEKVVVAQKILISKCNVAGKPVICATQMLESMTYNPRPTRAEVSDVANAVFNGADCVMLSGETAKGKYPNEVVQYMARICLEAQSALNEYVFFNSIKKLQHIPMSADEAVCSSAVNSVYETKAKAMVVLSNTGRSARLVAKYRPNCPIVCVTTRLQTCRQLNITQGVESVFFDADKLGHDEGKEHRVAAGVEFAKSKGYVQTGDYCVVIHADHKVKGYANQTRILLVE
#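 Purified LmPK (0.1 nM) converted ADP (0.1 mM) to ATP with PEP (0.5 mM) in imidazole buffer pH 7.2 with KCl and MgCl2, 1 h at room temperature. ATP was read by Kinase-Glo luminescence; data normalized to uninhibited and no-enzyme controls.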
# AmpC inh detg: inhibitors of E. coli AmpC beta-lactamase with detergent | AmpC hydrolysis of nitrocefin, absorbance 480 nm, 0.01% Triton | AID 485294 | hit rate 0.041% among 370,000 | P00811 | Potency, µM (doses to about 114 µM), without a hit: top-dose activity change, negative = inhibition, usual class: inhibitors;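 also: potency is read from the fitted curve at half-maximal effect; 0% = no-compound wells and -100% = no-enzyme wells; nearly all actives have a fitted effect of over 25% in size; some results filed as inactive show a strong effect at the top dose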
# Target sequence (P00811 whole entry, looked up): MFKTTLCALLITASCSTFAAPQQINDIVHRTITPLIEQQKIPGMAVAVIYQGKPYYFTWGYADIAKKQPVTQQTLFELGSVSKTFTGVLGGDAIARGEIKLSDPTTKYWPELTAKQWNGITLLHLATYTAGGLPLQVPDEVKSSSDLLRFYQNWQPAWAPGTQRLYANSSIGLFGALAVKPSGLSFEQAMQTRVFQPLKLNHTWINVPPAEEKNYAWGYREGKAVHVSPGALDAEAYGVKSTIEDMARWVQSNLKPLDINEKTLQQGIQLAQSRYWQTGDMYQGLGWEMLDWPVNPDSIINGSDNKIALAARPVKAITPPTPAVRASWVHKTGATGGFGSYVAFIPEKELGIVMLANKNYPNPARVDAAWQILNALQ
#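 20 mM phosphate pH 7.0 + 0.01% (detergent screen) or 0.0001% Triton X-100; 5.3 nM AmpC reagent; cpd preinc 15 min RT; nitrocefin (800 uM stock) to start; A480 q20 s × 4 min; Activity was normalised to no-enzyme and no-compound control wells.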
# Tb PYK inh: inhibitors of Trypanosoma brucei pyruvate kinase. Q57TT1. TbPYK enzyme, Kinase-Glo Plus ATP luminescence, 45 min. Potency, µM (highest dose often 76.8 µM), for inactives: at the top dose activity, negative = inhibition, most hits filed as inhibitors. hit rate 0.12% among 410,000. AID 624173; also: potency is read from the fitted curve at half-maximal effect; nearly all actives have a fitted effect of over 50% in size
#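 Quantitative HTS: titrated library compounds versus trypanosomal pyruvate kinase in TEA buffer (pH 7.2) containing KCl, MgCl2, BSA and Tween-20. Reactions were initiated with ADP, 130 uM final. Kinase-Glo Plus luminescence was read after 45 min at RT.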
# Sm TGR inh: blocks Schistosoma mansoni thioredoxin glutathione reductase. AID 485364. Potency, µM (doses to about 114 µM), for inactives: top-dose activity change, negative = inhibition, hits mostly inhibitors. purified TGR, DTNB reduction, TNB absorbance 405 nm. hit rate 3% among 360,000. Q962Y6; also: potency is read from the fitted curve at half-maximal effect; nearly all actives have a fitted effect of over 60% in size
#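 First, TGR (20 nM dispensed) and NADPH were mixed with compound. Second, a 15 min room-temperature incubation followed. Third, further NADPH and then DTNB were added to start the reaction. Finally, TNB absorbance was monitored kinetically.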
# AMA1-RON2 inh: AMA1-RON2 (P. falciparum) interaction inhibition; AlphaScreen AMA1-biotinylated RON2 peptide binding; Potency, µM (titrated, usually from 58.2 µM), inactives show top-dose activity change, negative = inhibition, actives largely listed as inhibitors; hit rate 0.2% among 360,000; AID 720542;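 also: potency is read from the fitted curve at half-maximal effect; 0% = vehicle wells and -100% = peptide control; nearly all actives have a fitted effect of over 45% in size; some results filed as inactive show a strong effect at the top dose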
#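 AMA1 (3D7) with his tag at 25 nM final met compounds first, then biotinylated RON2 peptide at 25 nM; detection used donor plus acceptor beads, 10 µg/mL apiece, read by AlphaScreen after 30 min at room temperature.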
# HCMV antiviral: inhibitors of human cytomegalovirus; HFF cells, HCMV-luciferase reporter, 72 h; active compounds read low; hit rate 4.5% among 410,000; activity change, negative = inhibition, % at 57.5 µM; AID 1259415; in the data active = activity change below about -60%; inconclusive = no clear call, values can overlap the other calls; inactive = above about -39%
#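 Compounds were evaluated in HFFs infected with an HCMV luciferase reporter virus (MOI 1 PFU/cell). Luciferase in lysates collected 72 h post infection served as the replication measure.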
# AmpC inh no detg: blocks E. coli AmpC beta-lactamase in detergent-free assay; P00811; AmpC nitrocefin hydrolysis, absorbance 480 nm, 0.0001% Triton; Potency, µM (series often up to 57.1 µM), for the others: at the highest dose activity change, negative = inhibition, actives largely listed as inhibitors; hit rate 0.52% among 330,000;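 also: potency is read from the fitted curve at half-maximal effect; plate controls were no compound for no effect and no enzyme for full effect; nearly all actives have a fitted effect of over 20% in size; some results filed as inactive show a strong effect at the top dose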
#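 AmpC (5.3 nM in the dispensed reagent) in 20 mM phosphate pH 7.0 with 0.01% (detergent screen) or 0.0001% Triton X-100 was preincubated with compounds for 15 min at room temperature. Nitrocefin was then added from an 800 uM solution, and hydrolysis was followed at 480 nm.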
# * marks the source's active call; other numbers are inactive results; ? = inconclusive; · = no result given; [ ] = remark or other dose. Unless noted, calls follow the shape of the dose curve; as a rule, active = well fitted curve in the direction sought with a large enough effect; inconclusive = small, poorly fitted or top-dose-only effect, or another doubt; inactive = no such curve, though single readings can be large; an effect the other way counts as inactive or inconclusive. Unless noted, % is scaled to controls: 0 for no effect and ±100 for the full control effect.
item | SMILES | LmPK inh | AmpC inh detg | Tb PYK inh | Sm TGR inh | AMA1-RON2 inh | HCMV antiviral | AmpC inh no detg
1 | COc1ccccc1CN(C)C(=O)c1cccc(S(=O)(=O)N2CCCc3ccccc32)c1 | · | 7% | -1% | 2% | -16% | -36 | 54%
2 | CCOC(=O)N1CCC(NC(=O)C2CCCN(S(C)(=O)=O)C2)CC1 (stereo unspecified) | 3% | 3% | 11% | ? | -5% | -32 | -15%
3 | COc1ccccc1C1C=C(c2ccccc2)Nc2nnnn21 (stereo unspecified) | 4% | -20% | -7% | -10% | -5% | ? | -29%
4 | Cc1ccc(C2CC(=O)Oc3cc(O)ccc32)cc1 (stereo unspecified) | -1% | 0% | 1% | 2% | -2% | -13 | 2%
5 | O=C(CSC1=Nc2ccccc2C2=NC(CC(=O)NCc3ccco3)C(=O)N12)NCc1ccco1 (stereo unspecified) | 8% | 5% | · | -35% | 9% | 6 | -4%
6 | O=C(O)c1ccc(/C=N/NC(=O)C2CC2(c2ccccc2)c2ccccc2)cc1 (stereo unspecified) | 8% | 3% | · | -6% | · | -13 | -22%
7 | CC(=O)N1N=C(c2ccncc2)CC1c1ccccc1O (stereo unspecified) | 0% | 5% | 4% | 4% | 3% | -39 | -12%
8 | CN1CCN(C(=O)c2ccc3c(c2)N(Cc2c(F)cccc2Cl)C(=O)c2ccccc2S3)CC1 | · | 2% | 7% | -17% | · | -7 | ·
9 | O=C(Cc1ccccc1)NNC(=O)c1ccc(Br)o1 | -1% | 1% | -5% | 0% | 35%[activator] | 9 | -9%
10 | O=C(CN1C(=O)CC(c2ccccc2)S(=O)(=O)c2ccccc21)N1CCCC1 (stereo unspecified) | -2%[11.5 µM] | ? | 6% | 1% | 22% | 8 | -22%
11 | CCOC(=O)c1cc(C#N)c(SCC(=O)c2cc(C#N)c(SC)nc2C)[nH]c1=O | 0% | ? | -11% | -19% | -5% | 11 | -45%
12 | O=C1c2ccccc2C(=O)N1CCc1ccccn1 | -7% | 0% | 1% | -8% | 2% | 15 | -12%
13 | CCOC(=O)C1CCN(C(=O)C(C)c2ccc([N+](=O)[O-])cc2)CC1 (stereo unspecified) | -1% | -12% | 1% | 0% | 11% | -2 | 10%
14 | Cc1ccccc1OCCCCn1c(C2CC(=O)N(c3ccccc3Cl)C2)nc2ccccc21 (stereo unspecified) | · | -2% | 0% | 1% | · | 10 | ·
15 | O=C(NCCc1ccccc1)C1CCC(=O)N(CCCN2CCCC2=O)C1 (stereo unspecified) | -3% | ? | 6% | 2% | -2% | 13 | -5%
16 | Cn1cnnc1Sc1ccc(/C=C/C(=O)c2ccc(O)cc2)cc1[N+](=O)[O-] | 2% | 2% | -6% | · | 10% | -101* | -25%
17 | CCc1nc2c(cnn2-c2ccc(C)cc2)c(=O)n1-c1ccc(C)cc1 | · | 2% | 7% | 10% | · | -37 | ·
18 | COc1cc(C(=O)NC2CC(C)(C)CC(C)(C)C2)ccc1OC1CCN(C(C)=O)CC1 | 0% | -19% | 4% | -25% | 14% | ? | 193%[activator]
19 | CCN(C(=O)CSc1ncccn1)c1cccc2ccccc12 | · | · | -5% | · | 14% | -10 | 23%
20 | COC(=O)c1cn(NC(=O)Cc2ccc(OC)c(OC)c2)c(=O)c2ccccc12 | 2% | -4% | 1% | -10% | 1% | 43 | -44%
21 | CCC(C)NC(=O)c1ccc(-n2c(-c3ccccc3)cc3c2CCCC3)cc1 (stereo unspecified) | · | -3% | 1% | -11% | · | 24 | ·
22 | C=CCn1c(CCNC(=O)c2cccs2)nnc1SCC(=O)Nc1cccc(Cl)c1C | 5% | ? | 7% | -5% | 15% | 0 | 18%
23 | O=C(N/N=C/c1ccc([N+](=O)[O-])cc1)c1cccc2cc[nH]c12 | 2% | -9% | -3% | 8% | -3% | -5 | -22%
24 | CC1(C)CSC(=NCCc2ccccc2)N1C(=O)c1ccc(C#N)cc1 | -3% | 0% | -19% | -1% | 2% | ? | 2%
25 | COc1cc(/C=N/NC(=O)C[n+]2ccccc2)cc(OC)c1OC | -2% | -4% | 10% | -7% | 47%[activator] | -14 | -39%
26 | Cc1ccc(NC(=S)N2CCC(NC(=O)c3ccc(C)cc3)CC2)cc1 | 7% | 0% | -9% | -5% | 5% | 1 | -20%
27 | CC(Oc1ccc(S(=O)(=O)N2CCCC2)cc1[N+](=O)[O-])C(=O)NC(C)c1ccccc1 (stereo unspecified) | · | -6% | -1% | 4% | -8% | -4 | 112%[activator]
28 | CCOC(=O)c1ccccc1NC(=O)c1nn(-c2ccc(OC)c(Cl)c2)c(=O)c2c1c1ccccc1n2C | · | 2% | 16% | -4% | · | 12 | ·
29 | CC(=O)c1ccc(S(=O)(=O)N2CCN(C(=O)CN3C(=O)NC4(CCCC4)C3=O)CC2)cc1 | · | -5% | -2% | -4% | -8% | -3 | -5%
30 | Cc1cc(F)ccc1S(=O)(=O)Nc1ccc(C(=O)N2CCCCC2)cc1 | · | · | 3% | · | -2% | -4 | -5%

# Reprinted from the part before: 6 compounds, then new ones.
item | SMILES | LmPK inh | AmpC inh detg | Tb PYK inh | Sm TGR inh | AMA1-RON2 inh | HCMV antiviral | AmpC inh no detg
25 | COc1cc(/C=N/NC(=O)C[n+]2ccccc2)cc(OC)c1OC | -2% | -4% | 10% | -7% | 47%[activator] | -14 | -39%
26 | Cc1ccc(NC(=S)N2CCC(NC(=O)c3ccc(C)cc3)CC2)cc1 | 7% | 0% | -9% | -5% | 5% | 1 | -20%
27 | CC(Oc1ccc(S(=O)(=O)N2CCCC2)cc1[N+](=O)[O-])C(=O)NC(C)c1ccccc1 (stereo unspecified) | · | -6% | -1% | 4% | -8% | -4 | 112%[activator]
28 | CCOC(=O)c1ccccc1NC(=O)c1nn(-c2ccc(OC)c(Cl)c2)c(=O)c2c1c1ccccc1n2C | · | 2% | 16% | -4% | · | 12 | ·
29 | CC(=O)c1ccc(S(=O)(=O)N2CCN(C(=O)CN3C(=O)NC4(CCCC4)C3=O)CC2)cc1 | · | -5% | -2% | -4% | -8% | -3 | -5%
30 | Cc1cc(F)ccc1S(=O)(=O)Nc1ccc(C(=O)N2CCCCC2)cc1 | · | · | 3% | · | -2% | -4 | -5%
31 | CCCCn1c(SCC(=O)Nc2oc(C)c3c(C)n[nH]c(=O)c23)nc2cc(S(N)(=O)=O)ccc21 | · | ? | -3% | ? | -8% | -7 | -8%
32 | CC1=CN2C(=N)/C(=C/c3ccc(Sc4ccc(Cl)cc4)o3)C(=O)N=C2S1 | 0% | -12% | -13% | 3% | 28% | ? | -29%
33 | CCN(CC(=O)NCc1cccs1)C(=O)c1ccc(S(=O)(=O)Nc2ccccc2Cl)cc1 | · | ? | -13% | -11% | 15% | -18 | -11%
34 | O=C(NNC(=O)c1cccc2ccccc12)c1ccccc1O | -5% | -2% | 3% | 3% | 95%[activator] | · | -11%
35 | Cc1ccnc(NC(=O)CCC(=O)N(CC(=O)NC2CCCCC2)c2ccc3c(c2)OCO3)c1 | -2% | -4% | -8% | 1% | -1% | 16 | -1%
36 | CC(C)c1ccc(NC2CCCN(C(=O)c3ccnc(Cl)c3)C2)cc1 (stereo unspecified) | 1% | -5% | -7% | -7% | -6% | -34 | 40%
37 | COC(=O)C1=C(c2ccc(S(C)(=O)=O)cc2)C[C@@H]2CC[C@H]1N2C | · | 0% | -5% | -24% | 5% | 26 | -12%
38 | CCN(CC)C(=O)/C(=C/c1ccc(F)cc1)NC(C)=O | 1% | 7% | 2% | 5% | -4% | -6 | -8%
39 | O=C(Cc1ccc([N+](=O)[O-])cc1)Nc1ccc(O)cc1C(=O)O | 3% | -10% | -3% | -7% | 8%[2.32 µM] | 8 | -10%
40 | COc1cc(C(=O)Nc2ccc3c(c2)ncn3C)cc(OC)c1OC | 2% | -15% | 6% | 6% | 7% | -27 | 4%
41 | COCCc1nn2c(=O)cc(COC(=O)c3ccc(OC)c(OC)c3)nc2s1 | · | 0% | 1% | -7% | · | -12 | ·
42 | CCCCC[C@H](C)N1C[C@@H](COCc2ccccc2)Oc2cc(N3CCC[C@@H]3COC)ccc2S1(=O)=O | · | · | 2% | · | 4% | 29 | ·
43 | Cc1ccc([N+](=O)[O-])cc1NC1OC(CO)C(O)C1O (stereo unspecified) | 4% | -10% | -2% | ? | 14% | -4 | -11%
44 | COc1ccc(S(=O)(=O)NC(=O)C2(C)CCN2C(=O)C2(c3ccccc3)CC2)cc1 (stereo unspecified) | · | · | 1% | · | 9% | 0 | ·
45 | COc1ccc(NC(=O)Nc2ccc3nccnc3c2)cc1 | -14% | ? | 1% | -2% | -9% | 3 | -33%
46 | COc1ccc(-n2ccn(CC(=O)Nc3ccc(OC)cc3OC)c(=O)c2=O)cc1 | -2% | 2% | 1% | 5% | 18% | -17 | -3%
47 | Cc1cccc(C(=O)Nc2cccc(-c3cnc4ccccc4n3)c2)c1 | 2% | ? | -4% | -18% | 1% | -31 | -24%
48 | COc1ccc(NC(=O)CCCC2=NS(=O)(=O)c3ccccc3N2)cc1 | 4% | 1% | -3% | 3% | -3% | 23 | -9%
49 | O=C(c1ccco1)N(Cc1cccs1)C1CCS(=O)(=O)C1 (stereo unspecified) | -10% | -1% | -9% | -13% | 5% | -15 | -8%
50 | O=C(OCN1C(=O)c2ccccc2C1=O)C1CCCCC1 | 6% | 1% | 0% | -16% | 7% | -29 | -1%

# Compound profiles (already shown). Screens in order: LmPK inh, AmpC inh detg, Tb PYK inh, Sm TGR inh, AMA1-RON2 inh, HCMV antiviral, AmpC inh no detg
# COc1ccc(NC(=O)Nc2ccc3nccnc3c2)cc1 is listed as -14%, ?, 1%, -2%, -9%, 3, -33%
# O=C1c2ccccc2C(=O)N1CCc1ccccn1 is listed as -7%, 0%, 1%, -8%, 2%, 15, -12%
# CCN(CC)C(=O)/C(=C/c1ccc(F)cc1)NC(C)=O is listed as 1%, 7%, 2%, 5%, -4%, -6, -8%
# O=C(CSC1=Nc2ccccc2C2=NC(CC(=O)NCc3ccco3)C(=O)N12)NCc1ccco1 (stereo unspecified) is listed as 8%, 5%, ·, -35%, 9%, 6, -4%

# Screening data: PubChem, National Center for Advancing Translational Sciences (NCATS)
